# High-throughput results from PubChem BioAssay.
# Nrf2 activator: activators of Nrf2 (ARE) signaling; hit rate 0.31% among 410,000; Potency, µM (highest dose often 46.1 µM), inactives show at the highest dose activation, actives largely listed as activators; AREc32 ARE-luciferase reporter (MCF7-derived line), luminescence, 24 h; AID 624171; also: potency is read from the fitted curve at half-maximal effect; % of control where 0% means no effect; nearly all actives have a fitted effect of over 65% in size
#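 Cells of the AREc32 ARE-luciferase line are plated in OPTI-MEM containing 5% FBS and left overnight at 37 deg C. Compounds are pinned in, incubation continues 24 hr, and firefly luciferase signal is then measured.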
# A549 tox: counter-screen for Nrf2 inhibitors: cytotoxicity in A549 cells; hit rate 0.16% among 390,000; AID 504648; A549 ARE-Fluc cells, CellTiter-Fluor viability, 18-24 h; Potency, µM (top dose mostly 46 µM), for inactives: at the highest dose activity change, negative = cytotoxicity, usual class: inhibitors; also: potency is read from the fitted curve at half-maximal effect; % is scaled to controls: 0 for no effect and ±100 for the full control effect
#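 A549 ARE_Fluc cells in 5% FBS OPTI-MEM were exposed to compounds in concentration-response for 18-24 h at 37 deg C. Viability was read by CellTiter-Fluor fluorescence (Ex 405/Em 525) after 30 min, before the luciferase read.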
# Nrf2 inh: Nrf2 pathway inhibition; A549 ARE-Fluc reporter, luciferase luminescence, 18-24 h; Potency, µM (series often up to 46 µM), for the others: at the highest dose activity change, negative = inhibition, actives largely listed as inhibitors; hit rate 2.1% among 360,000; AID 504444; also: potency is read from the fitted curve at half-maximal effect; % is scaled to controls: 0 for no effect and ±100 for the full control effect; nearly all actives have a fitted effect of over 60% in size
#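 Nrf2 activity is the BugLite luminescence, read 15 min after reagent at room temperature, following CellTiter-Fluor cytotoxicity readout (30 min, 37C). Compound titrations were applied for 18-24 h to 5000 A549 ARE_Fluc cells/well in 5% FBS OPTI-MEM.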
# HepG2 viability: kills HepG2 cells in TGF-b inhibitor counter-screen. HepG2 CAGA-GFP viability, ATP luminescence, 18 h. Potency, µM (doses to about 46.1 µM), inactives show at the top dose activity change, negative = cytotoxicity, actives largely listed as cytotoxic. hit rate 0.76% among 410,000. AID 588856; also: potency is read from the fitted curve at half-maximal effect; some results filed as inactive show a strong effect at the top dose
#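 HepG2 CAGA-GFP cells (1000/well, DMEM with 1% FBS) received compound, then TGF-beta at 500 pg/mL final, and were incubated 18 hours at 37 degrees C. Viability was read by CellTiter-Glo luminescence. Media-only wells were set as complete cell-killing and DMSO as no toxicity.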
# IL-1B inflam inh: inhibitors of inflammasome signaling (IL-1 beta secretion); THP-1 LPS/ATP IL-1B secretion, AlphaLISA, 16 h; active compounds read low; activity change, % at 57.5 µM; hit rate 4.7% among 360,000; in the data active = activity change below about -50%; inconclusive = mostly about -30% to -49%; also: % is scaled to controls: 0 for no effect and ±100 for the full control effect
#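 Secreted IL-1B measured by AlphaLISA bead assay after 16 h compound exposure of THP-1 cells; compounds (final up to 57.5 uM) added 1 h before LPS (250 ng/mL) and ATP (1.25 mM) stimulation; lower signal means less secretion.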
# ATXN2 expr inh: ATXN2 expression inhibition; HEK-293 ATXN2-luciferase reporter, luminescence, 24 h; hit rate 0.72% among 360,000; Potency, µM (doses to about 57 µM), for inactives: top-dose activity change, negative = inhibition, hits mostly inhibitors; also: potency is read from the fitted curve at half-maximal effect; % is scaled to controls: 0 for no effect and ±100 for the full control effect; nearly all actives have a fitted effect of over 55% in size
#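 qHTS (up to 57 uM final) was run with 24 h compound exposure of reporter cells at 37 °C. Each well was multiplexed: SteadyGlo luminescence measured ATXN2-luciferase expression after a fluorogenic Gly-Phe-AFC viability readout (25 uM final).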
# TGFb SMAD3 inh: TGF-b pathway inhibition | HepG2 CAGA-GFP TGF-b/SMAD3 reporter, GFP fluorescence, 18 h; TGF-beta stimulated, 500 pg/mL final | Potency, µM (series often up to 46.1 µM), without a hit: at the top dose activity, negative = inhibition, most hits filed as inhibitors | hit rate 1.2% among 410,000 | AID 588855; also: potency is read from the fitted curve at half-maximal effect; % is scaled to controls: 0 for no effect and ±100 for the full control effect; nearly all actives have a fitted effect of over 65% in size
#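 Smad-responsive CAGA-GFP expression was quantified in HEPG2 cells exposed to compounds and 500 pg/mL final TGF-beta for 18 h at 37 degrees C; unstimulated wells defined full inhibition.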
# S2 tox: viability counter-screen for ATXN expression inhibitors; S2 cells (HEK-293 line with an ATXN2-luciferase reporter) viability, CellTiter-Fluor protease fluorescence, 24 h; Potency, µM (top dose mostly 56.7 µM), actives largely listed as cytotoxic; hit rate 0.49% among 400,000; AID 651635; also: potency is read from the fitted curve at half-maximal effect; nearly all actives have a fitted effect of over 40% in size
# MCF10A rereplic: induces DNA re-replication in MCF 10a normal breast cells | hit rate 2.9% among 350,000 | AID 624296 | MCF 10A DNA re-replication, Hoechst nuclear intensity, 48 h | Potency, µM (titrated, usually from 46.1 µM), without a hit: at the highest dose activity, positive = re-replication, hits mostly activators; also: potency is read from the fitted curve at half-maximal effect; % of control where 0% means no effect; nearly all actives have a fitted effect of over 50% in size
# * = called active by the depositor; i = inactive; ? = inconclusive; . = no result given; & = joins results of further samples; [ ] = dose if it differs, or a comment. Unless noted, calls follow the shape of the dose curve; as a rule, active = well fitted curve in the direction sought with a large enough effect; inconclusive = small, poorly fitted or top-dose-only effect, or another doubt; inactive = no such curve, though single readings can be large; an effect the other way counts as inactive or inconclusive. Compounds as they come; about 8.8% have a hit in one of these screens.
SMILES,Nrf2 activator,A549 tox,Nrf2 inh,HepG2 viability,IL-1B inflam inh,ATXN2 expr inh,TGFb SMAD3 inh,S2 tox,MCF10A rereplic
CCc1ccc(N2CC(C(=O)NCc3ccc4c(c3)OCO4)CC2=O)cc1 (stereo unspecified),0.1%,-0.3%,4.9%,-1.3%,-16.1,-11.3%,-12.8%,i,1.3%
Cc1c(Cl)cccc1NC(=O)C1NC(=O)CC1c1ccccc1 (stereo unspecified),-2.0%,25.2%,-2.5%,-22.4%,-18.8,?,?,i,-9.6%
CCCCN1CC(N2CCN(C)CC2)CS1(=O)=O (stereo unspecified),0.4%,.,.,-4.0%,11.6,1.2%,0.9%,i,.
Cc1ccccc1N1CCN(C2CCCN(C(=O)CCN3CCCCO3)C2)CC1 (stereo unspecified),0.4%,5.0%,6.7%,0.6%,i,-6.0%,2.9%,i,6.1%
Cc1ccc(CN2CC(C(=O)Nc3ccc(S(=O)(=O)N4CCCCC4)cc3)CC2=O)cc1 (stereo unspecified),3.1%,-16.4%,?,2.5%,-10.6,5.3%,-7.8%,i,17.1%
CCOC(=O)C1=C(C)OC(N)=C(C#N)C1c1cc2ccccc2nc1N1CCCCC1 (stereo unspecified),9.2%,-3.7%,3.6%,-5.8%,17.3,4.3%,8.4%,i,?
Cc1ccc(C(C)C)c(OCC(=O)NNC(=O)Cc2ccc(S(=O)(=O)N3CCOCC3)s2)c1,-0.2%,-0.9%,-11.5%,-17.1%,17.9,-1.4%,-1.4%,i,?
CCC(C)NC(=O)C(CCSC)NC(=O)c1ccccc1 (stereo unspecified),-0.2%,-8.9%,3.1%,-2.7%,-0.2,-2.6%,-13.2%,i,11.7%
CCNC(=O)N(CC)C[C@H]1N[C@@](Cc2ccccc2)(C(=O)OC)[C@H]2C(=O)N(Cc3ccccc3)C(=O)[C@@H]12,0.1%,-11.1%,2.2%,1.2%,11.8,1.2%,33.1%[activator],i,?
CCN(CC)CCNC(=O)CCn1nc(-c2ccc(Cl)cc2)ccc1=O,0.2%,-1.3%,3.0%,-2.6%,-14.5,4.2%,2.0%,i,0.7%
COc1cc2c(cc1OC)-c1cc(NC3CCCCCCC3)nc(=O)n1CC2,3.7%,-0.1%,?,-33.0%,?,9.5%,0.0%,i,16.4%
O=C(c1c[nH]c(C(=O)C(Cl)(Cl)Cl)c1)c1ccccc1F,3.3%,3.7%,-1.5%,-17.8%,0.0,-2.5%,-6.3%,i,-2.1%
CCN(CC)S(=O)(=O)c1ccc(-c2nnc(SCC(=O)Nc3nc(C)cs3)o2)cc1,-0.2%,-9.8%,9.0%,-8.3%,38.6,-11.4%,?,i,-1.6%
CCCn1nc(C(=O)OCC(=O)Nc2cccc(S(N)(=O)=O)c2)c2ccccc2c1=O,0.3%,-1.7%,6.7%,9.0%,40.9,1.9%,1.1%,i,0.0%
O=C(Cc1n[nH]c(=O)c2ccccc12)N1CCN(c2ccc(F)cc2)CC1,-0.7%,0.7%,-18.3%,-18.1%,18.9,1.0%,0.0%,i,0.7%
COc1cccc(NC(=O)CCNS(=O)(=O)c2cccc3nsnc23)c1,-0.1%,-3.1%,-14.7%,-14.2%,21.2,-7.0%,?,i,-1.6%
CCOC(=O)c1cn2cccnc2n1,0.3%,19.9%,7.6%,-3.0%,16.3,-9.3%,-9.8%,i,-5.1%
Cc1cc(C(=O)OCC(=O)c2c(N)n(C)c(=O)n(C)c2=O)c(C)o1,0.1%,-5.0%,-13.3%,-26.6%,-8.6,-1.1%,-2.2%,?,0.0%
Cc1c(C)c2c(OCC(=O)NC3CC3)cc3c(c2oc1=O)CCC(C)(C)O3,0.9%,-0.7%,-23.3%,-9.9%,?,-23.0%,12.0%,i,-8.3%
c1ccc(-c2nc3cnccn3c2Nc2ccc3c(c2)OCCO3)cc1,0.5%,2.9%,?,-21.4%,81.8,-10.6%,-3.2%,i,13.3%
COc1ccc(CNC(=O)C[C@H]2C[C@H](C(=O)N3CCOCC3)[C@@]3(CCC4CCCC4)c4[nH]c5ccc(Cl)cc5c4CCN3C2=O)cc1OC,0.2%,?,13µM*,2.2%,-7.8,-0.7%,1.78µM*,i,?
O=C1C2CC=C(Cl)CC2C(=O)N1CCN1CCOCC1 (stereo unspecified),-0.9%,-1.3%,.,8.6%,13.3,-20.7%,5.8%,i,-0.6%
Cc1cc(=O)[nH]c(SCCCOc2ccc(F)cc2)n1,0.2%,-5.7%,.,1.1%,2.6,4.6%,6.6%,i,1.4%
O=C1NC(=O)C(c2ccccc2)(C2CCCC2)N1 (stereo unspecified),-0.4%,0.1%,5.8%,-0.4%,29.0,7.6%,0.0%,i,2.5%
NC(=O)Cn1c(=O)n(Cc2ccccc2)c(=O)c2cccnc21,-0.3%,0.8%,7.2%,-1.0%,11.6,.,1.1%,i,-1.4%
COC(=O)c1ccc(Cl)cc1NC(=O)Nc1nnc(N2CCCC2)s1,-1.2%,0.9%,-26.8%,2.9%,.,23.7%,?,?,.
CCc1nc(SCC(=O)Nc2ccc(C(=O)O)cc2)n[nH]1,-0.1%,-6.7%,8.1%,-1.8%,13.3,5.7%,1.8%,i,2.1%
COc1ccccc1OCC(=O)O,2.8%&-0.2%,-0.5%&4.1%,0.2%&0.6%,1.8%&-0.4%,-10.9&12.1,-11.7%&4.0%,-22.9%&-2.9%,i,10.8%&-3.5%
CC(C)(C)c1ccc(CC(=O)N2CCC2(C)C(=O)Nc2cnc3ccccc3c2)cc1 (stereo unspecified),-0.3%,.,.,-37.6%,-10.3,?,?,i,.
O=C(O)c1cccc(-n2cccc2/C=C2/NC(=O)N(c3ccc(Cl)cc3)C2=O)c1,-0.2%,-11.2%,?,2.0%,24.6,-2.7%[11.3 µM],-0.4%,.,-0.2%
Cc1noc(C)c1COc1ccccc1C(=O)N(C)CC(=O)Nc1cccc(F)c1,-0.2%,0.4%,11.5%,-1.2%,6.0,0.2%,-3.0%,i,2.2%
Cc1ccc(C)c(N2CCN(C(=O)C3CCCN(S(=O)(=O)c4c(C)noc4C)C3)CC2)c1 (stereo unspecified),0.4%,2.8%,16.4µM*,-23.4%,-9.7,-28.5%,?,i,9.3%
CCCc1c(C)c2c(C)[nH]nc2oc1=O,4.5%,-1.7%,6.7%,7.6%,-10.8,3.1%,9.8%,i,0.0%
Cc1ccc(C(C)C)c(OCc2n[nH]c(=S)o2)c1,0.3%,-1.0%,-8.4%,1.6%,33.4,11.8%,1.3%,i,-2.4%
NC(=O)c1ccc(NC(=O)COC(=O)CCSc2ccccc2)cc1,-0.4%,0.3%,4.3%,6.0%,39.1,-9.4%,-4.0%,i,-3.2%
c1ccc(-n2nnc3ccccc32)nc1,2.7%,-1.6%,?,-7.3%,-14.4,39.3%[activator],-6.3%,i,0.2%
COc1ccc(S(=O)(=O)N2CCN(c3ncnc4c(-c5ccccc5)nsc34)CC2)cc1,-0.3%,-4.5%,?,-75.9%,15.6,1.0%,-24.5%,i,-0.2%
COc1ccc(-c2ccc(OC)c(C3C4C=CCCC4(C)C(=O)N3Cc3ccccc3)c2)cc1 (stereo unspecified),.,7.6%,19.0%,0.5%,.,.,-4.4%,.,.
COc1ccc(-c2cn3cccnc3n2)cc1NC(=O)COc1ccccc1,-1.1%,4.4%,.,-63.4%,.,.,?,.,.
CN1CCN(Cc2nc3c(c(=O)n(C)c(=O)n3C)n2CCCc2ccccc2)CC1,0.1%,-3.3%,13.8%,-7.4%,-2.1,-24.7%,-5.8%,?,5.2%
CC1CCN(CCCn2c(=S)[nH]c3c(sc4ccccc43)c2=O)CC1,-0.5%,-1.9%,13.2%,-12.2%,9.1,11.5%,-2.6%,i,-3.0%
O=C(COC(=O)c1cc(=O)[nH]c2ccccc12)Nc1nccs1,-0.5%,-3.6%,?,-0.7%,0.0,.,-14.5%,i,0.3%
O=C(Nc1cccc(Cl)c1)O/N=C\c1ccncc1,-0.4%,-3.7%[1.84 µM],-8.2%,-1.5%,-16.1,15.3%,-4.5%,?,-4.2%
CS(=O)(=O)c1ccc2nc(NC(=O)C3CCCO3)sc2c1 (stereo unspecified),3.3%,-3.0%,?,-32.1%,6.0,6.8%,-1.4%,i,0.2%
COc1cccc(Sc2nc(-c3ccccc3)ncc2S(C)(=O)=O)c1,9.0%,4.9%,?,-18.5%,2.7,.,0.4%,i,0.1%
COc1ccc(CN2C(=O)N(c3ccccc3)C(=O)C2CC(=O)Nc2ccccc2)cc1OC (stereo unspecified),-0.3%,14.8%,5.2%,6.2%,-15.5,-14.3%,6.9%,i,?
Cc1ccc(-c2nn3c(C)nnc3s2)cc1NC(=O)c1ccc(OC(C)C)cc1,2.3%,15.8%,-28.7%,-15.1%,7.8,-4.2%,-10.6%,i,0.4%
OCCNc1nc(Nc2ccccc2Cl)nc(N2CCCC2)n1,4.4%,-3.9%,-11.1%,-9.5%,.,-6.0%,-0.4%,i,8.2%
COc1ccc(CCNC(=O)CSc2nc(-c3ccco3)cc(C(F)(F)F)n2)cc1,0.4%,7.1%,?,-10.2%,-8.2,-2.5%,-9.9%,i,9.3%
COC(=O)c1nnn(Cc2ccccc2)c1N,2.1%,9.1%,-8.3%,-7.9%,16.5,-16.5%,-9.2%,i,-10.2%

# Single records, from the list above:
# CCOC(=O)c1cn2cccnc2n1 reads Nrf2 activator: 0.3%; A549 tox: 19.9%; Nrf2 inh: 7.6%; HepG2 viability: -3.0%; IL-1B inflam inh: 16.3; ATXN2 expr inh: -9.3%; TGFb SMAD3 inh: -9.8%; S2 tox: i; MCF10A rereplic: -5.1%
# CCC(C)NC(=O)C(CCSC)NC(=O)c1ccccc1 (stereo unspecified) reads Nrf2 activator: -0.2%; A549 tox: -8.9%; Nrf2 inh: 3.1%; HepG2 viability: -2.7%; IL-1B inflam inh: -0.2; ATXN2 expr inh: -2.6%; TGFb SMAD3 inh: -13.2%; S2 tox: i; MCF10A rereplic: 11.7%
